# mABHD4 FP: ABHD4 inhibitors, primary screen, biochemical, fluorescence polarization, mouse; (Lyso)-N-acylphosphatidylethanolamine lipase (Mus musculus), Q8VD66; purified mABHD4, FP-Rh probe fluorescence polarization; 370,000 tested, 0.54% active; AID 720543, 2013; inhibition, % at 8.92 µM;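 active means inhibition exceeding the mean over every tested compound plus 3 SD, cut at about 30% in these data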;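 further: 0% = plate median of compound wells and 100% = S159A mutant with DMSO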
#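 Assay system: mABHD4 protein; medium: HEPES pH 7.0, NaCl, Pluronic buffer; dosing: 8.92 µM, single dose; schedule: 45 min + 60 min at 25 °C; signal: FP readout, ex 525 nm / em 598 nm; read-out: normalized percent inhibition of probe labeling; repeats: single replicate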
# PRMT1 inh: PRMT1 methyltransferase inhibitors, primary screen, biochemical, fluorescence polarization; Protein arginine N-methyltransferase 1 (Homo sapiens), Q99873; recombinant PRMT1, activity-based probe fluorescence polarization; inhibition, % at 2.79 µM; 370,000 tested, 1.3% active;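 active means inhibition above about 21% made by adding two undisclosed values, limit read from the data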
# TCR CD3 inh: inhibitors of human TCR-CD3 interaction, primary screen, biochemical, fluorescence, TAMRA-labeled TCR probe; T-cell receptor (TCR); inhibition, % at 9.4 µM; 360,000 tested, 0.37% active; in the data active means inhibition above about 19%;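 further: recombinant mutant TCR 2C K166C tagged with TAMRA read by polarization; 0% = receptor in buffer alone and 100% = receptor with positive control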
# SIAE inh: human SIAE inhibitors, primary screen, biochemical, fluorescence polarization, FP-Rh probe, 1536-well HTS | Sialate O-acetylesterase (Homo sapiens), Q9HAT2 | SIAE FP-Rh probe binding | inhibition, % at 9.66 µM | 370,000 tested, 0.69% active | AID 1053197, 2014;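 active means inhibition above a cutoff: mean of compounds within the control limits plus 3 SD of those, cut at about 17% in these data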;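 further: 0% = plate median of compound wells and 100% = probe without SIAE protein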
# rCAG binder: binders of r(CAG) RNA repeats, primary screen, biochemical, fluorescence; r(CAG) RNA repeat, TO-PRO-1 dye displacement fluorescence; inhibition, % at 3 µM; 370,000 tested, 1.3% active; AID 651821, 2012;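 active means inhibition above the plate cutoff, the mean of all test compounds on that plate plus 3 SD, cut at about 35% in these data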;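 further: 0% = DMSO alone and 100% = 100 µM mitoxantrone as full dye displacement; higher means more dye released from RNA so lower well fluorescence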
# HTRA1 inh: HTRA1 serine protease inhibitors, primary screen, biochemical, fluorescence polarization, HTS; Q92743; recombinant HTRA1, FP-rhodamine activity-based probe; inhibition, % at 5.96 µM; 340,000 tested, 0.5% active; AID 504803, 2011; in the data active means inhibition above about 36%;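 further: 0% = enzyme with DMSO and 100% = wells lacking enzyme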
# Target sequence (Q92743 whole entry, looked up): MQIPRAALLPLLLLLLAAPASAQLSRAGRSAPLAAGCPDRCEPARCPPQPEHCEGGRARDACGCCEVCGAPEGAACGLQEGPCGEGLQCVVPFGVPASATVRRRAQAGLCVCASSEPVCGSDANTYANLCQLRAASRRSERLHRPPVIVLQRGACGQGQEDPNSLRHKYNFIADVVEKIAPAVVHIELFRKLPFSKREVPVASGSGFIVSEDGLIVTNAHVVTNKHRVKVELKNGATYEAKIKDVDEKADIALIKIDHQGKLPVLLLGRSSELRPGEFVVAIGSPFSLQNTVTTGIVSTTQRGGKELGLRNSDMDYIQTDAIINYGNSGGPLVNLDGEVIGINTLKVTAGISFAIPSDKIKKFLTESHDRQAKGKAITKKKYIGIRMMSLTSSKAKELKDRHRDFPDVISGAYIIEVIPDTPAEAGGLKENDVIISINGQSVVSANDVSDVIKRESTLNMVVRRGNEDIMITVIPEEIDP
# TDP2 absorb: human TDP2 enzyme inhibitors, primary screen, biochemical, epi absorbance, recombinant enzyme; Tyrosyl-DNA phosphodiesterase 2 (Homo sapiens), O95551; T5PNP hydrolysis, p-nitrophenol absorbance 415 nm; inhibition, % at 12.8 µM; 370,000 tested, 0.34% active;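 active means inhibition above the mean of all tested compounds plus 3 SD, set per campaign, cut at about 25% in these data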;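 further: 0% = DMSO with enzyme and 100% = buffer with substrate but no TDP2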
# Target sequence (O95551 whole entry, looked up): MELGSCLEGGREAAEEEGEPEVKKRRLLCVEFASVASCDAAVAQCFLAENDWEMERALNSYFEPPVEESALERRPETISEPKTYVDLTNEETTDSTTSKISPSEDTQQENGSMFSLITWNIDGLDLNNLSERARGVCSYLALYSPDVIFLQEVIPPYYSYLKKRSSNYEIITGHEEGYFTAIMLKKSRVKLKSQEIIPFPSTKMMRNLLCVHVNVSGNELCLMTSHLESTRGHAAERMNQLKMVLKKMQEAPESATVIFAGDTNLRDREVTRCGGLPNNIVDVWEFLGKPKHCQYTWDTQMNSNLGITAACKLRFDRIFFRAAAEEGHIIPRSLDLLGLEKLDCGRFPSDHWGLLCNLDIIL
#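 Read-out basis: percent inhibition. System: recombinant human TDP2. Buffer or medium: Mg2+-containing Tris-HCl buffer, pH 7.5. Repeats: single replicate. Timing: reaction 2 h, 37 °C. Benchmarks: high control without enzyme, low control DMSO plus TDP2. Probe or stimulus: 5 mM T5PNP. Doses: 12.8 µM only. Measured by: epi absorbance of p-nitrophenol freed from T5PNP by hydrolysis.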
# MBD2 DNA inh: inhibitors of MBD2 binding to methylated DNA, primary screen, biochemical, TR-FRET, DNA-binding domain, human | 370,000 tested, 0.31% active | inhibition, % at 4.4 µM | MBD2 binding to methylated oligonucleotide; in the data active means inhibition above about 13%
# GC-B act: human GC-B receptor activators, primary screen, HEK293 GC-B cells, cGMP TR-FRET, EC30 CNP; 0% at EC30 CNP, 100% saturating CNP; activation, % at 10 µM; 370,000 tested, 0.11% active; Atrial natriuretic peptide receptor 2 (Homo sapiens), P20594; AID 1920062, 2024;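 active means activation at 10 µM reaching about 35% in either raw or pattern-adjusted values, limit read from the data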
# LEDGF integ inh: blockers of LEDGF/p75-dependent integrase strand transfer – biochemical, TR-FRET, high throughput, primary screen; 370,000 tested, 0.64% active; inhibition, % at 3.7 µM; HIV-1 integrase (with human LEDGF/p75); TR-FRET IN-LEDGF/p75 DNA integration, Eu/Cy5;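 active means inhibition above the screen-wide mean plus 3 SD, cut at about 13% in these data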;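 further: signal is the Cy5 over europium emission ratio at 671 and 618 nm; 0% = plate median of compound wells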
# * hit, by the source's call; . = no result given.
structure,HTRA1 inh,PRMT1 inh,GC-B act,rCAG binder,LEDGF integ inh,mABHD4 FP,SIAE inh,TCR CD3 inh,TDP2 absorb,MBD2 DNA inh
O=C(COC(=O)c1ccccc1NC(=O)c1ccco1)NC1CC1,-10.7,0.8,-2.4,0.1,-4.7,-0.7,-0.2,3.0,1.4,3.3
COc1cccc(C2=Nc3cccc4cccc(c34)N2)c1,14.3,7.1,5.4,9.3,3.7,-5.9,22.0*,-0.1,1.4,10.5
O=C(O)C(Cc1ccccc1)n1cnnn1 (stereo unspecified),4.4,0.0,1.1,4.8,2.8,-2.5,9.8,0.3,-0.7,-6.8
COc1ccccc1-c1cccc([C@@H]2C[C@H]3[C@H](CON3C)CN2C(C)=O)c1,-2.7,5.1,0.4,4.2,1.3,-12.1,-0.8,1.5,5.4,3.3
CCN1CCN(c2ccc(NC(=O)c3ccc(Br)o3)cc2)CC1,-3.0,-7.0,2.1,-4.6,3.1,1.8,2.1,0.6,-6.0,5.7
COc1ccccc1OCCC(=O)OCC(=O)Nc1ccc(S(=O)(=O)N2CCOCC2)cc1,5.4,-0.6,1.9,-3.0,-5.5,-0.5,-0.1,10.2,-10.3,-0.2
COc1cc(C(=O)NNC(=S)NC(=O)c2ccccc2C)cc(OC)c1OC,7.4,-0.1,1.0,5.9,-1.2,4.5,10.2,-6.4,-2.4,5.2
COc1ccc(CC2C(=O)OC(C)(C)OC2=O)cc1,-0.3,3.7,2.8,1.6,2.8,9.2,-4.3,-1.5,-1.8,-1.3
CCC(C)n1[nH]c(=O)cc1N (stereo unspecified),1.4,-1.0,2.6,-0.1,1.3,1.4,4.9,5.5,11.2,-5.1
Cc1nn(C)c(C)c1NC(=O)CSc1nnc(C)n1-c1ccccc1,4.3,-0.6,5.0,-3.6,0.4,0.3,3.0,-2.2,-3.0,-7.0
CC(=O)Nc1ccc(S(=O)(=O)NNC(=O)NC23CC4CC(CC(C4)C2)C3)cc1,-2.6,-0.9,-6.3,0.2,1.0,-4.3,3.3,-3.1,15.1,-2.3
Cc1ccc(C)c(C(=O)CSc2nnnn2C(C)C)c1,-1.0,-1.4,1.1,-5.8,-0.7,1.3,-5.9,2.7,-5.4,-1.4
CC(NC(=O)/C=C/c1cnc2ccccc2n1)C12CC3CC(CC(C3)C1)C2 (stereo unspecified),-56.8,-1.9,0.2,10.9,5.7,-4.0,-2.8,6.3,-7.1,1.0
COC(=O)c1c(C)[nH]c(C=Nc2ccc(OC)cc2)c1C,-0.1,3.3,-1.1,-3.8,-2.2,0.9,-4.8,-3.7,2.1,9.1
O=C(NCc1ccccc1)c1ccc(NC(=O)C2CC2)cc1,-1.2,3.2,-4.0,1.1,-2.4,-6.4,0.3,-3.0,5.3,0.0
CCCN1CCC(NC(=O)Nc2cccc3ccccc23)CC1,1.4,1.8,0.1,-4.0,-1.2,12.8,6.6,-8.2,3.2,-6.9
O=C(/C=C/Nc1ccccc1O)c1ccco1,11.9,1.5,-1.2,-0.5,-4.7,6.2,-0.6,1.7,-2.0,-6.1
Cc1ccc(Cl)cc1N1CCN(C(=O)c2cccc3c(=O)c(C)c(-c4ccccc4)oc23)CC1,-3.0,-0.1,-6.2,-0.1,0.2,4.2,-10.7,5.2,3.2,-3.0
O=C(Cn1cnc([N+](=O)[O-])n1)N/N=C/c1cccc(Cl)c1,-0.3,-1.2,6.8,4.6,-1.6,-2.9,0.5,-5.3,0.8,3.1
CCCCCNC(=O)C(c1cc2ccccc2o1)n1c(=O)c(-c2ccco2)nc2ccccc21 (stereo unspecified),.,17.0,-20.0,34.3,2.6,-22.1,-10.9,3.0,11.9,-1.3
CC(C)Cn1c(SCC(=O)NC(=O)Nc2ccc3c(c2)OCCO3)nc2ccccc2c1=O,-6.0,1.5,-5.0,0.4,-0.2,2.5,1.8,0.8,1.3,-2.5
CCn1c(=S)sc2c(=O)n(CC(=O)Nc3ccc(C(C)=O)cc3)c(C)nc21,5.4,-0.2,4.1,3.3,3.1,1.2,1.3,1.8,9.6,-7.7
O=C(COC(=O)C1CC2CCCC(C1)C2=O)Nc1cccc(F)c1 (stereo unspecified),-0.1,-2.5,0.5,3.8,2.3,1.3,7.1,2.0,2.7,-3.3
O=C(OCC(=O)N1CCCC1)c1c2c(nc3ccccc13)CCCCC2,0.4,5.7,1.1,-6.0,-0.1,-13.8,-10.0,-7.9,-3.2,6.5
OCC[C@@H]1C[C@H](O)[C@@H](O)[C@]2(Cc3ccccc3CCO2)O1,-3.3,0.9,6.2,-6.2,0.1,0.1,-0.9,-4.3,7.6,3.4

# 8 consecutive compounds out of the list so far, quoted:
structure,HTRA1 inh,PRMT1 inh,GC-B act,rCAG binder,LEDGF integ inh,mABHD4 FP,SIAE inh,TCR CD3 inh,TDP2 absorb,MBD2 DNA inh
O=C(COC(=O)c1ccccc1NC(=O)c1ccco1)NC1CC1,-10.7,0.8,-2.4,0.1,-4.7,-0.7,-0.2,3.0,1.4,3.3
COc1cccc(C2=Nc3cccc4cccc(c34)N2)c1,14.3,7.1,5.4,9.3,3.7,-5.9,22.0*,-0.1,1.4,10.5
O=C(O)C(Cc1ccccc1)n1cnnn1 (stereo unspecified),4.4,0.0,1.1,4.8,2.8,-2.5,9.8,0.3,-0.7,-6.8
COc1ccccc1-c1cccc([C@@H]2C[C@H]3[C@H](CON3C)CN2C(C)=O)c1,-2.7,5.1,0.4,4.2,1.3,-12.1,-0.8,1.5,5.4,3.3
CCN1CCN(c2ccc(NC(=O)c3ccc(Br)o3)cc2)CC1,-3.0,-7.0,2.1,-4.6,3.1,1.8,2.1,0.6,-6.0,5.7
COc1ccccc1OCCC(=O)OCC(=O)Nc1ccc(S(=O)(=O)N2CCOCC2)cc1,5.4,-0.6,1.9,-3.0,-5.5,-0.5,-0.1,10.2,-10.3,-0.2
COc1cc(C(=O)NNC(=S)NC(=O)c2ccccc2C)cc(OC)c1OC,7.4,-0.1,1.0,5.9,-1.2,4.5,10.2,-6.4,-2.4,5.2
COc1ccc(CC2C(=O)OC(C)(C)OC2=O)cc1,-0.3,3.7,2.8,1.6,2.8,9.2,-4.3,-1.5,-1.8,-1.3

# Going on with the list.
structure,HTRA1 inh,PRMT1 inh,GC-B act,rCAG binder,LEDGF integ inh,mABHD4 FP,SIAE inh,TCR CD3 inh,TDP2 absorb,MBD2 DNA inh
CCCCOc1nc(N)nc(-c2ccccc2)n1,-8.4,-2.4,-3.9,-1.8,-0.1,-2.8,7.3,0.0,-19.2,-4.2
CCOC(=O)c1cccc(N2C(=O)c3ccccc3S2(=O)=O)c1,-1.5,6.2,4.0,-4.1,-3.5,3.4,-3.9,-5.7,4.3,0.4
COc1ccc(NC(=O)CS(=O)CC(=O)N2CCN(C3CCCC3)CC2)cc1 (stereo unspecified),-7.9,-3.0,-2.2,-1.8,3.0,-3.3,-0.3,-5.7,5.0,-0.8
Cc1cccc(C)c1-n1nnnc1SCC(=O)c1c(N)n(C2CC2)c(=O)[nH]c1=O,7.4,-1.7,2.3,-1.2,-1.5,4.6,-1.5,-1.1,12.6,2.4
CCN=C1S/C(=C\c2cc(Br)ccc2OCC(=O)OCC)C(=O)N1CC,-3.6,0.0,2.7,4.1,1.1,11.4,-6.8,2.6,-3.3,0.8
COc1ccc(-c2cc(C)no2)cc1S(=O)(=O)NCC1CCN(Cc2cc(C)ccc2C)CC1,-12.5,1.9,-8.6,-1.8,2.0,-2.5,-3.9,4.0,20.9,-5.7
CCN(CC(=O)NCc1ccc(Cl)cc1)C(=O)CSCC(=O)Nc1cccc(C)c1,-0.2,1.3,0.4,-8.5,-3.8,1.0,-1.7,2.8,0.3,1.8
CN1CCN(CCOC2Cc3ccccc3Sc3ccc(Cl)cc32)CC1 (stereo unspecified),-9.6,0.2,-2.3,-9.0,0.0,5.0,-9.7,1.8,-0.7,0.7
O=C(/C=C/c1ccccc1)Nc1cccnc1Oc1ccccc1F,-21.6,-0.3,-0.7,-5.7,1.3,-17.7,-3.1,-2.5,4.3,2.2
COCc1cc(=O)[nH]c(/N=C(\N)Nc2cccc(C)c2)n1,3.3,1.2,-2.7,-1.1,1.3,0.8,-5.6,-3.9,-7.2,3.2
COc1ccccc1-n1cnnc1SC(C)C(=O)Nc1ccc(NC(C)=O)cc1 (stereo unspecified),0.3,-3.6,-0.2,-1.8,3.1,-5.0,-8.3,5.8,-5.0,-2.8
Cc1ccccc1N1CCN(S(=O)(=O)c2ccc3ccccc3c2)CC1,-24.2,-1.4,7.5,3.6,1.3,-12.4,-7.2,0.7,10.2,-1.3
CCOc1ccc(S(=O)(=O)NCCC(=O)NCC(c2ccc(OC)cc2)N2CCCC2)cc1 (stereo unspecified),4.0,-2.5,-9.6,1.4,-4.6,-5.2,3.0,1.0,-0.1,-2.5
O=C(COC(=O)c1n[nH]c2ccccc12)NC(=O)NC1CCCC1,-2.7,-0.5,-1.2,-0.2,2.4,-3.4,3.2,5.5,5.3,-7.5
Cc1ccc(O)c(CP(=O)(c2ccccc2)c2ccccc2)c1,-3.4,-1.3,-6.0,-4.1,2.7,-2.2,8.2,4.2,-11.2,-4.7
COc1ccc(C2=NCCn3cccc32)c(OC)c1,1.7,-1.2,-14.5,2.3,0.4,-0.2,3.7,3.1,3.0,-0.9
CCOc1ccc2nc(NS(C)(=O)=O)sc2c1,-1.6,17.5,1.2,15.2,1.8,0.2,10.5,-1.7,-19.5,2.8
Cc1cccc2sc(NC(=O)Cn3cccc3)nc12,-8.4,32.5*,-7.5,19.3,0.9,-10.7,-0.8,-5.2,-3.8,2.5
C=CCNc1ncnc2c1[nH]c1ccc(C)cc12,-6.2,0.9,-6.3,-1.6,-0.3,0.0,6.3,0.5,-2.2,4.7
O=C(C1CCCN(C2CC(=O)N(c3ccc(Cl)cc3)C2=O)C1)N1CCCC1 (stereo unspecified),1.1,29.6*,0.1,-7.7,-5.0,5.7,-6.1,-12.0,-2.7,0.7

# Screening results as filed in PubChem.

# These rows are one share of the data; the hit share may differ from the screen's.
